Pf growth 96h – P. falciparum growth inhibition at 96 hour, primary screen for plastid delayed-death inhibitors. P. falciparum luciferase reporter growth, 96 h. Potency, µM (series often up to 28.7 µM), for the others: top-dose activity change, negative = inhibition, hits mostly inhibitors. 6.9% of 320,000 active. AID 504834; note: potency is the fitted concentration of half-maximal effect; % is set by controls: 0 for no effect and ±100 for the full control effect
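Readout is luminescence from an integrated firefly luciferase in P. falciparum. Red cells, 2% hematocrit and 0.05% parasitemia final, were cultured with compound through two parasite generations (96 hours) at 37 C, 5% CO2.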
AMA1-RON2 inh – inhibitors of Plasmodium falciparum AMA1-RON2 interaction. 0.2% of 360,000 active. AID 720542. Potency, µM (top dose mostly 58.2 µM), for inactives: at the top dose activity change, negative = inhibition, actives largely listed as inhibitors. AlphaScreen AMA1-biotinylated RON2 peptide binding;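 note: potency is the fitted concentration of half-maximal effect; 0% = vehicle wells and -100% = peptide control; nearly all actives have a fitted effect of over 45% in size; some results filed as inactive show a strong effect at the top dose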
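AMA1 (3D7) with his tag at 25 nM final met compounds first, then biotinylated RON2 peptide at 25 nM; detection used donor plus acceptor beads, 10 µg/mL apiece, read by AlphaScreen after 30 min at room temperature.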
Pf growth 48h – inhibits P. falciparum growth in the first generation, 48 h; P. falciparum luciferase growth in erythrocytes, 48 h; Potency, µM (highest dose often 28.7 µM), for the others: at the highest dose activity change, negative = inhibition, hits mostly inhibitors; 5.9% of 310,000 active; AID 504832; note: potency is the fitted concentration of half-maximal effect; % is set by controls: 0 for no effect and ±100 for the full control effect
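A one-generation exposure of luciferase-tagged malaria parasites in RPMI 1640/Albumax erythrocyte culture, 37 C and 5% CO2. Inhibition is inferred from decreased luminescence after adding detection reagent.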
LmPK inh – inhibitors of Leishmania mexicana pyruvate kinase | Q27686 | purified LmPK, Kinase-Glo ATP luminescence, 1 h | Potency, µM (highest dose often 57.5 µM), without a hit: at the top dose activity change, negative = inhibition, actives largely listed as inhibitors | 0.37% of 290,000 active | AID 1721; note: potency is the fitted concentration of half-maximal effect; % is set by controls: 0 for no effect and ±100 for the full control effect
Target sequence (Q27686 whole entry, looked up): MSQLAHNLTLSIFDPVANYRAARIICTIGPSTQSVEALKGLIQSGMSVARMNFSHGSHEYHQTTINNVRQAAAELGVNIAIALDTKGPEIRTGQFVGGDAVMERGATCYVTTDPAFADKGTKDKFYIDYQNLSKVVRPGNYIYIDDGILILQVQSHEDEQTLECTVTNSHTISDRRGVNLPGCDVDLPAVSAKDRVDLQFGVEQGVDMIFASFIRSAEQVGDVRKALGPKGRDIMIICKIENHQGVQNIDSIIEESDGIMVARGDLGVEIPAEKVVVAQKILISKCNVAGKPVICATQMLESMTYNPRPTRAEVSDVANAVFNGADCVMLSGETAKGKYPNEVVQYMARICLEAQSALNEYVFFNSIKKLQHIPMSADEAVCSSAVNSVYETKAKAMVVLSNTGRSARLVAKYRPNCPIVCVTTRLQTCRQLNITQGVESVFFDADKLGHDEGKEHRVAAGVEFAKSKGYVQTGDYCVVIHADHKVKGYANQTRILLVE
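Screened at intermediate enzyme activity to detect both inhibitors and activators: LmPK at 0.1 nM, with a 0.5 nM enzyme column as activation reference. PEP 0.5 mM, ADP 0.1 mM; ATP detected by luminescence after 1 h.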
CHX counter – counter-screen for Shiga toxin inhibitors: cycloheximide protein synthesis inhibition; cell reporter, cycloheximide protein synthesis inhibition counterscreen; 12% of 300,000 active; max response, %; in the data active = max response mostly above about 13%, no sharp cut-off; inactive = mostly below about 14%; note: read at 38.3 µM for the half of the compounds with a filed dose; 0% is about no effect
Shiga toxin inh – Shiga toxin inhibition. Vero cells, Shiga toxin protein synthesis inhibition reporter. inhibition, % at 38.7 µM. AID 2315. 9.2% of 290,000 active; in the data active = inhibition mostly above about 28%, no sharp cut-off; inactive = mostly below about 43%; note: 0% is about no effect
Tb PYK inh – inhibitors of Trypanosoma brucei pyruvate kinase | TbPYK enzyme, Kinase-Glo Plus ATP luminescence, 45 min | Potency, µM (top dose mostly 76.8 µM), inactives show at the top dose activity, negative = inhibition, most hits filed as inhibitors | 0.12% of 410,000 active; note: potency is the fitted concentration of half-maximal effect; % is set by controls: 0 for no effect and ±100 for the full control effect; nearly all actives have a fitted effect of over 50% in size
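Screened from lowest to highest concentration, compounds were pinned into TbPYK/substrate mixtures, and ADP (130 uM final) was added. Plates sat at room temperature for 45 min prior to Kinase-Glo Plus detection by luminescence.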
* hit, by the source's call; ? = inconclusive; · = no result given; & = joins results of further samples; [ ] = remark or other dose. Unless noted, calls come from the whole dose curve; as a rule, active = well fitted curve in the direction sought with a large enough effect; inconclusive = small, poorly fitted or top-dose-only effect, or another doubt; inactive = no such curve, though single readings can be large; an effect the other way counts as inactive or inconclusive.

SMILES	Pf growth 96h	AMA1-RON2 inh	Pf growth 48h	LmPK inh	CHX counter	Shiga toxin inh	Tb PYK inh
O=C(CNCc1ccccc1Cl)Nc1ccc(C(=O)N2CCCCC2)cc1	8.2%	8.2%	-8.7%	-7.3%	2.9	-5.3	-2.2%
C[C@]12CC[C@H](O)C[C@@H]1CC[C@@H]1[C@@H]2CC[C@]2(C)C(=O)CC[C@@H]12	34.2%[activator]	4.5%	0.2%	-9.4%	-0.5	-3.4	6.3%
O=C1NC2CCc3nc4ccccc4c(=O)n3C2=Nc2ccccc21 (centres undefined)	11.7µM*	6.0%	28.1%	3.9%	-2.1	9.4	-7.0%
COC(=O)C1=C(CSCc2ccco2)NC(=O)NC1c1cc(C)ccc1C (centres undefined)	·	4.4%	?	-2.4%	-4.4	-4.9	3.3%
Cc1cc(SCC(=O)N/N=C/c2ccco2)nc2ccccc12	1.8%	43.8%[activator]	-7.0%	6.0%	1.0	19.2	-1.4%
Cc1ccc(C2CC(c3ccco3)n3ncnc3N2)cc1 (centres undefined)	-0.8%	-9.9%	·	0.3%	-2.0	-18.6	-6.3%
CCC(=O)Nc1nc2ccccc2n1Cc1ccccc1C	?	108.1%[activator]	1.47µM*	-8.9%	6.3	-13.3	-2.0%
O=C(COC(=O)Cc1ccc(Cl)c(Cl)c1)NCc1ccco1	26.6%	-3.4%	-17.2%	·	·	·	2.6%
CCN(CCO)c1ccc(-n2c(N)c(C(=O)OC)c3nc4ccccc4nc32)cc1	?	-5.5%	?	4.9%	17.8	32.0	-10.6%
CS/C(=N\S(=O)(=O)c1cccs1)Nc1ccc(Br)cc1F	43.8%[activator]	0.3%	10.7%	3.4%	-1.3	-10.1	1.2%&-0.4%
CN(C)S(=O)(=O)c1ccc(S(=O)(=O)NCCN2CCOCC2)cc1	?	-5.1%	17.3%	-2.8%	1.0	-4.0	-4.0%
Cc1cc(C)cc(C(=O)n2cnnc2N)c1	·	-4.4%	0.0%	-0.2%	-2.6	-2.7	2.1%
O=C(NCCc1ccccc1)c1cc(S(=O)(=O)N2CCOCC2)ccc1F	·	5.3%	14.0%	1.0%	18.9*	45.2	-1.2%
COc1cccc(-c2nc(CS(=O)CC(=O)NC3CC3)c(C)o2)c1 (centres undefined)	2.1%	8.2%	·	10.4%	-1.6	30.7	-1.4%
CCOc1ccc(Nc2nc3ccccc3n3nnnc23)cc1	?	3.1%	·	2.0%	59.0*	99.8*	-1.1%
O=C(CNC(=O)c1ccc(Br)o1)NCc1ccccc1Cl	?	18.5%	2.6%	-10.6%	1.0	31.7	-8.3%
COc1ccccc1NC(=O)CSc1nnc(-c2ccoc2C)n1CC1CCCO1 (centres undefined)	49.9%[activator]	-2.4%	8.1%	1.1%	-1.4	-7.8	3.9%
COc1ccc(-c2cc(=O)c3cc(C)ccc3[nH]2)cc1	?	-5.6%	24.0%	-8.2%	35.4*	53.1*	-3.1%
CCOc1ccc(C/C(O)=C2\C(=O)CC(C)(C)CC2=NCC(=O)O)cc1OCC	29.8%	4.8%	-0.3%	6.3%[11.5 µM]	-8.4	-1.5	-0.5%
CC(=O)Oc1ccc(-c2csnn2)cc1	15.7%	2.0%	5.7%	0.0%	-3.9	-15.1	-1.2%
O=C(Nc1ccccc1)C1=C[C@@H](C2CCCCC2)C[C@@H](OCCCCO)O1	0.0%	2.1%	97.8%[activator]	3.8%	73.7*	172.4*	-3.3%
CCN(CC)CCN(C(=O)c1ccc2c(c1)OCCO2)c1nc2ccc(C)cc2s1	?	-4.8%	-8.0%	-9.9%	12.0	4.3	0.5%
COCC1CCN(Cc2nc(-c3ccc(OC)cc3)no2)CC1	?	4.7%	45.4%[activator]	0.4%	14.6	24.2	4.1%
COc1cc(-c2[nH]ncc2CN2CCc3sccc3C2)cc(OC)c1OC	-0.8%	-5.2%	?	-1.4%	-3.1	-13.9	0.3%
CCNC(=S)N/N=C/c1ccc(C(=O)O)cc1	98.9%[activator]	15.0%	32.4%[activator]	?	8.7	4.7	-9.2%
CCOc1ccc(S(=O)(=O)Nc2cccc(-c3ccc(N4CCCCCC4)nn3)c2)cc1	11.9%	-11.6%	29.0%	2.9%	24.8*	41.4*	2.5%
COc1ccc(N=Cc2c(O)n(CC3CCCO3)c(=O)[nH]c2=O)cc1 (centres undefined)	15.4%	-1.4%	18.4%	-1.8%	11.5*	28.2	0.3%
Cc1ncoc1C(=O)Nc1nccs1	84.3%[activator]	11.3%	8.8%	-7.3%	0.9	9.8	0.6%
O=C(N/N=C/c1ccc([N+](=O)[O-])o1)c1ccccc1-n1cccc1	?	-23.8%	?	-7.0%	-1.0	-4.3	-2.2%
Cc1cccc(C(=O)NCC(=O)OCCOc2ccccc2Cl)c1	7.0%	0.0%	-11.4%	·	·	·	-3.8%
CCC(C)n1c(-c2cccc(S(=O)(=O)N(CC)CC)c2)n[nH]c1=S (centres undefined)	?	100.3%[activator]	?	-29.3%	-1.9	0.8	?
CC(NC(=O)CN1CCN(S(=O)(=O)c2ccc(Br)cc2)CC1)c1ccccc1 (centres undefined)	-5.3%	-7.1%	?	·	·	·	2.1%
O=c1cc(N2CCN(Cc3ccccc3)CC2)[nH]c(=O)n1-c1ccc(Br)cc1	0.0%	2.3%	-9.5%	-0.6%	1.2	3.2	-4.7%
COc1cccc(C2C(C(=O)c3cc4ccccc4o3)=C(O)C(=O)N2CCN2CCOCC2)c1 (centres undefined)	13.4%	-17.5%	2.8%	3.4%	3.2	-9.7	0.9%
O=C(O)CCCn1cc(NC(=O)c2sc3ccccc3c2Cl)cn1	12.1%	-11.1%	-0.7%	-8.8%	-7.4	-7.0	0.3%
CCOc1ccccc1CN1C(=O)c2ccccc2C1C(=O)NCC1CCCO1 (centres undefined)	6.9%	-0.2%	3.9%	-3.3%	-2.7	-8.8	4.6%
Cc1ccc(S(=O)(=O)NCCCN2CCOCC2)cc1C	·	-11.9%	-10.5%	0.8%	-2.3	-13.5	4.5%
CCOC(=O)c1nnn(CC(=O)Nc2cccc(Cl)c2C)c1C(=O)OCC	46.9%[activator]	-2.2%	·	0.7%	-5.4	-14.5	4.6%
CSc1ccccc1NC(=O)CCn1c(=O)sc2ccccc21	18.7%	-10.4%	7.8%	-2.2%	-3.3	6.0	5.6%
CCOc1cc(C)c(S(=O)(=O)Nc2ccc3cn[nH]c3c2)cc1C	?	-2.8%	?	-0.6%	-1.0	14.1	0.0%
O=C(Nc1ccnn1C1CCN(Cc2ccc3nonc3c2)CC1)c1cccc(F)c1	?	0.0%	?	-0.9%	10.8	-5.1	4.2%
C1=C(CCNc2ncnc3c2cnn3-c2ccccc2)CCCC1	0.104µM*	0.0%	0.0%	6.6%	34.6*	190.0*	?
Cc1nnc(SCC(=O)Nc2ccccc2F)n(N)c1=O	17.5%	32.2%[activator]	2.0%	-5.3%	-2.6	-28.7	2.2%
CCc1nnc(NC(=O)CCC(=O)Nc2ccc(C)cc2)s1	?	-11.3%	?	8.1%	-1.0	-1.9	-0.6%
COc1ccc(CNC(=O)C2CCCN(S(=O)(=O)c3c(C)n[nH]c3C)C2)cc1 (centres undefined)	·	0.4%	0.4%	-0.9%	-4.1	-7.8	2.1%
CC(=O)Nc1c(C)nn(-c2ccc(C)c(C)c2)c1C	7.9%	-13.4%	33.7%[activator]	-2.7%	3.1	-9.4	-0.9%
COc1cccc(C(=O)N/N=C2/SCC(=O)N2CCc2ccc(OC)c(OC)c2)c1	?	-9.8%	?	-5.8%	-4.5	-8.1	-18.0%
CCOC(=O)c1[nH]c(C)c(C(=O)NCCCN2CCOCC2)c1C	6.4%	5.3%	18.0%	1.7%	-5.0	-7.3	4.3%
Cc1cccc(OCCOC(=O)C2CCN(S(=O)(=O)c3ccc(C)c(C)c3)CC2)c1	0.3%	-7.3%	8.7%	-4.7%	-2.9	21.8	-5.4%
Cc1ccc(NS(=O)(=O)c2ccc(C(=O)N3CCN(c4ccccn4)CC3)cc2)cc1	·	-5.7%	?	8.0%	-1.7	-16.1	0.4%
COc1ccc(CCNC(=O)c2ccc(CN3CCOCC3)cc2)cc1	30.3%	-0.6%	·	2.6%	3.9	6.5	-2.8%
O=[N+]([O-])c1ccc(S(=O)(=O)N2CCN=C2SCc2ccc(F)cc2)cc1	?	-2.3%	-7.0%	1.6%	16.7	-11.7	3.1%
COc1ccc(OC)c(/C=N/NC(=O)c2cc3c(OC)cc(OC)cc3[nH]2)c1	?	-1.8%	?	-1.2%	24.9	7.5	-2.4%
O=C(NN=C1CCCC1)c1ccccc1OCCOc1ccccc1	?	50.3%[activator]	-24.2%	-6.4%	-5.0	-11.1	6.7%
COc1c2ccoc2c(OC[C@@H](OC(C)=O)C(C)(C)O)c2oc(=O)ccc12	3.7%	45.4%[activator]	?	·	·	·	9.7%
COC(=O)C1=C(C)N(c2ccc(C)cc2)/C(=C/c2ccc(O)cc2)C1=O	-8.3%	-7.2%	?	1.2%	-3.4	-2.5	-2.5%
CC1(C)NC(C)(C)C(O)(C(N)=O)C1=O (centres undefined)	?	-3.6%	24.5%	0.2%	-3.9	-3.5	4.8%
Cc1ccccc1NS(=O)(=O)c1nnc(NC(=O)C(C)C)s1	?	-2.0%	4.2%	8.6%	9.5	-8.1	-18.0%
Cc1ccc2nc(N3CCN(c4cccc(C)c4C)CC3)c3nnnn3c2c1	?	3.7%	-12.9%	-1.0%	-1.8	7.4	-2.5%&5.5%
CCc1ccc(OCC(=O)Nc2cccc3nsnc23)cc1	?	55.9%[activator]	9.0%	1.9%	-1.6	-4.4	-0.3%

(listing goes on)
SMILES	Pf growth 96h	AMA1-RON2 inh	Pf growth 48h	LmPK inh	CHX counter	Shiga toxin inh	Tb PYK inh
CCN(CC)C(=O)C1CCN(S(=O)(=O)c2c(C)noc2/C=C/c2cccc(C)c2)CC1	?	-7.8%	?	-1.9%	0.8	12.1	-1.7%
COc1ccc(-c2c(C)nc3c(-c4ccsc4)cnn3c2N)cc1	318.2%[activator]	31.4%[activator]	16.2%[0.00184 µM]	-1.0%	33.3*	85.2*	-0.2%
Cn1c(=O)c2c(-c3ccc(OC(F)F)cc3)cc(-c3ccccc3)nc2n(C)c1=O	?	0.0%	?	-0.8%	-0.6	2.1	1.2%
Cc1cc(CSc2ccccc2)ccc1NC(=O)COc1ccccc1C	20.8%	11.6%	-1.1%	-0.3%	-0.2	-9.9	-3.5%
CCCNC(=O)NC(=O)CSc1nc2ccccc2n1CC(C)C	-33.0%	-3.0%	?	-0.1%	-3.0	-8.9	-3.9%

Full records, looked up by structure. Order of screens: Pf growth 96h, AMA1-RON2 inh, Pf growth 48h, LmPK inh, CHX counter, Shiga toxin inh, Tb PYK inh
`CCCNC(=O)NC(=O)CSc1nc2ccccc2n1CC(C)C` as listed: -33.0%, -3.0%, ?, -0.1%, -3.0, -8.9, -3.9%
`Cc1cc(CSc2ccccc2)ccc1NC(=O)COc1ccccc1C` as listed: 20.8%, 11.6%, -1.1%, -0.3%, -0.2, -9.9, -3.5%
`Cn1c(=O)c2c(-c3ccc(OC(F)F)cc3)cc(-c3ccccc3)nc2n(C)c1=O` as listed: ?, 0.0%, ?, -0.8%, -0.6, 2.1, 1.2%
`CCN(CC)C(=O)C1CCN(S(=O)(=O)c2c(C)noc2/C=C/c2cccc(C)c2)CC1` as listed: ?, -7.8%, ?, -1.9%, 0.8, 12.1, -1.7%
